PhoP GFP inhibition: PhoP regulon inhibitors, Salmonella typhi PhoP promoter GFP reporter, confirmatory (AID 1850). Salmonella Typhi PhoP-promoter GFP reporter, fluorescence, 4 h; higher % means a stronger effect. 310,000 compounds, 0.33% hits. inhibition, % at 50 µM, or IC50 in µM where a hit was titrated; in the data active = a potency from the dose series; inconclusive = inhibition mostly from about 25% at the one dose, without a potency; inactive = the rest, 99 in 100 with inhibition below about 19%;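 note: 0% = induced wells with vehicle and 100% = uninduced wells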
M. tuberculosis HTS: M. tuberculosis growth inhibition, HTS (AID 449762). M. tuberculosis H37Rv growth inhibition, 7H9 media; higher % means a stronger effect. inhibition, % at 25 µM; hits with a dose series show IC50 in µM. 330,000 compounds, 0.59% hits; in the data active = a potency from the dose series; inconclusive = inhibition above about 70% without an active follow-up result;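 note: bacterial growth assessed after seven days of incubation; strong numbers were not always called active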
M. tuberculosis: growth inhibition of non-replicating M. tuberculosis (AID 488890) | Mycobacterium tuberculosis non-replicating, growth inhibition; higher % means a stronger effect | inhibition, % at 25 µM; hits with a dose series show IC50 in µM | 320,000 compounds, 0.39% hits; in the data active = a potency from the dose series; inconclusive = inhibition mostly from about 82% at the one dose, without a potency; inactive = the rest, 99 in 100 with inhibition below about 76%;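 note: plate controls were DMSO cells for no effect and high antibiotic wells for full effect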
VEEV TC-83 Vero: inhibitors of VEEV TC-83 cytopathic effect, confirmation, Vero cells (AID 588727). inhibition, % at 20 µM, or IC50 in µM where a hit was titrated. Vero cells, VEEV TC-83 cytopathic effect inhibition; higher % means a stronger effect. 350,000 compounds, 0.13% hits; in the data active = a potency from the dose series; inconclusive = inhibition mostly from about 14% at the one dose, without a potency; inactive = the rest, 99 in 100 with inhibition below about 12%; note: strong numbers were not always called active
influenza NS1A: H1N1 influenza NS1A inhibitors, functional cell based assay (AID 504329); inhibition, % at 12.5 µM, or IC50 in µM where a hit was titrated; 340,000 compounds, 0.3% hits; NS1A functional cell-based assay, percent inhibition; higher % means a stronger effect; in the data active = a potency from the dose series; inconclusive = inhibition above about 27% without an active follow-up result; note: strong numbers were not always called active
VEEV TC-83 Vero 10K pilot screen: further read-out of VEEV TC-83 Vero, marked with its call; inhibition, %; measured here: 10K pilot screen inhibition
The depositor's hits bear a star; i = inactive; u = inconclusive; x = not tested or not shown; & = joins results of further samples.

SMILES	PhoP GFP inhibition	M. tuberculosis HTS	M. tuberculosis	VEEV TC-83 Vero	influenza NS1A	others
C/C(=N\NC(=O)CNC(=O)C1COc2ccccc2O1)c1ccco1 (configuration not stated)	-11%	6%	-3%	1.0%	-3%
CS(=O)(=O)N1N=C(c2cccs2)CC1c1ccco1 (configuration not stated)	-16%	0%	9%	0.7%	0%
O=C(O)c1ccc(S(=O)(=O)c2ccccc2)s1	x	x	x	1.1%	0%
CCN(CC)c1ccc(/C=N/OCC(=O)Nc2cccc(C)c2)cc1	-7%	u	u	0.9%	-6%
CCC(Sc1nnc2c3ccccc3n(CC)c2n1)C(=O)Nc1sc2c(c1C#N)CCCC2 (configuration not stated)	-12%	1%	1%	9.7%	2%
O=C(COC(=O)Cc1ccc([N+](=O)[O-])cc1)NCc1ccc2c(c1)OCO2	x	13%	30%	0.0%	-6%
Cc1ccc(C(CC(N)=O)c2ccco2)cc1 (configuration not stated)	-11%	0%	-9%	0.2%	-4%
Nc1nc2sc3c(c2c(=O)s1)CCCC3	-7%	-6%	19%	i	6%
COc1cc(CN2CCCC(C(=O)c3ccc(SC)cc3)C2)cc(Cl)c1O (configuration not stated)	-8%	5%	23%	1.5%	17%
COc1ccc2c(C)cc(SCC(=O)NCCN3C(=O)CSC3=O)nc2c1	-3%	-5%	-10%	i	-3%
COc1ccc(C(=O)NCCNC(=O)c2cnccn2)cc1	7%	0%	-4%	4.9%	9%
COc1ccc(S(=O)(=O)N2CCC(C(=O)NC(C)CCc3ccccc3)CC2)cc1 (configuration not stated)	8%	2%	11%	0.5%	4%
O=C(O)CCSc1nnc(CNc2ccc(Cl)cc2)n1Cc1ccccc1	-6%	1%	-3%	0.3%	-6%
CCN1CCN(Cc2c(O)ccc3c2O/C(=C\c2ccccc2)C3=O)CC1	-8%	-1%	17%	0.0%	9%
CCCCn1c(=O)n(CC(=O)Nc2ccc(OC)c(Cl)c2)c(=O)c2c1nc(CO)n2CCC	-7%	0%	28%	4.8%	12%
CC(=O)Nc1ccc(S(=O)(=O)NCCc2cc3c(C)ccc(C)c3[nH]c2=O)cc1	x	2%	x	3.1%	0%
Cc1ccsc1/C=N/NC(=O)c1ccc2ccccc2c1	2%	1%	-5%	i	-5%
CN(C)c1ccc(CNc2nc(-c3ccccc3)nn2S(C)(=O)=O)cc1	8%	12µM*	-1%	1.9%	7%
O=C(NCC1CCCO1)c1ccccc1-c1nc(-c2ccccc2F)no1 (configuration not stated)	5%	2%	-1%	1.6%	6%
Cc1ccc(NC(=O)/C=C2\NC(=O)CS2)cc1	10%	3%	11%	0.6%	-9%
CC1CCC(NC(=O)c2cccn2C)CC1 (configuration not stated)	x	x	x	1.0%	-2%
Cc1cc(C)n(C(=O)c2cc(F)c(F)cc2C)n1	-7%	0%	-6%	i	14%
Cc1cccc(C)c1NS(=O)(=O)c1c(C)[nH]c(=O)[nH]c1=O	-5%	-4%	4%	i	-3%
O=C(CSc1n[nH]c(-c2ccccc2Cl)n1)NC1CCCCC1	-16%	7%	1%	2.8%	3%
CCCn1cnc2c(SCc3ccccn3)nc(N)nc21	x	x	x	i	0%

2 consecutive compounds out of the list so far:
SMILES	PhoP GFP inhibition	M. tuberculosis HTS	M. tuberculosis	VEEV TC-83 Vero	influenza NS1A	others
Cc1cc(C)n(C(=O)c2cc(F)c(F)cc2C)n1	-7%	0%	-6%	i	14%
Cc1cccc(C)c1NS(=O)(=O)c1c(C)[nH]c(=O)[nH]c1=O	-5%	-4%	4%	i	-3%

Returning to the listing with the three entries that preceded the break.
SMILES	PhoP GFP inhibition	M. tuberculosis HTS	M. tuberculosis	VEEV TC-83 Vero	influenza NS1A	others
Cc1cccc(C)c1NS(=O)(=O)c1c(C)[nH]c(=O)[nH]c1=O	-5%	-4%	4%	i	-3%
O=C(CSc1n[nH]c(-c2ccccc2Cl)n1)NC1CCCCC1	-16%	7%	1%	2.8%	3%
CCCn1cnc2c(SCc3ccccn3)nc(N)nc21	x	x	x	i	0%
N=C1SC(c2ccccc2)C(=O)N1c1ncc(Cc2ccccc2)s1 (configuration not stated)	0%	26%	51%	1.6%	-1%
Cc1cc2ncn(C(=O)N3CCCCC3)c2cc1C	12%	-5%	-3%	i	-8%
NC(=O)CNC(=O)[C@@H]1CC2(CC(c3cccc([N+](=O)[O-])c3)=NO2)CN1C(=O)c1ccccc1 (some centres not stated)	0%	-6%	6%	3.0%	-6%
O=C(/C=C/c1cccc([N+](=O)[O-])c1)Nc1cccc(NC(=O)c2cccs2)c1	-7%	u	14%	8.6%	10%
NC(=O)c1ccccc1NC(=O)/C=C/c1ccc(Cl)cc1	-5%	2%	7%	1.8%	0%
CCN(c1ccccc1)S(=O)(=O)c1ccc2ccccc2c1	-18%	-9%	25%	3.7%	-7%
COc1cccc(N2CCN(S(=O)(=O)c3ccc(CN4C(=O)c5cccnc5C4=O)cc3)CC2)c1	17%	8%	-19%	1.6%	-4%
O=C1C2C(C(=O)N1/N=C/c1cc(Br)cc([N+](=O)[O-])c1O)C1C=CC2C12CC2 (configuration not stated)	-36%	-5%	25%	0.6%	5%
O=C(Nc1ccc(S(=O)(=O)Nc2ncccn2)cc1)c1ccc(Cl)c([N+](=O)[O-])c1	-6%	-3%	1%	0.4%	2%
COc1cc2c(-c3ccccc3)c(C)oc2cc1/C=N/NC(N)=S	-6%	-10%	72%	1.4%	-24%
CNS(=O)(=O)c1cccc(C(=O)NCC2CCCCC2)c1	2%	-7%	-22%	0.7%	-3%
CCOc1cc(/C=C2/NC(=O)N(CC(=O)OC)C2=O)ccc1O	-13%	-6%	-19%	i	0%
Clc1ccc(C(c2nnnn2CCc2ccccc2)N2CCSCC2)cc1 (configuration not stated)	-14%	9%	-3%	2.9%	2%
CC(=O)N(C(C)=O)c1ncn(C)c1S(=O)(=O)Nc1ccccc1	x	x	x	2.8%	1%
O=C(O)CCC(=O)NNC(=O)c1ccc(Br)cc1	-3%	3%	-3%	0.6%	-4%
Cn1ncc(Br)c1NC(=O)c1cc(Cl)cc(Cl)c1	-3%	-2%	-7%	i	-9%
O=S(=O)(c1ccc(Cl)c(F)c1)N1CCC(c2nc(-c3ccncc3)no2)CC1	-2%	3%	-1%	i	-7%
Cc1ccc(OCC(=O)N2CCOCC2)c([N+](=O)[O-])n1	12%	-1%	-12%	i	-10%
CC(=O)c1c(CC(=O)O)[nH]n(-c2nc3ccccc3s2)c1=O	13%	1%	15%	i	1%
CCOc1cc(S(=O)(=O)NCCc2ccc(OC)c(OC)c2)c(OCC)cc1-n1cnnn1	-1%	-4%	11%	i	3%
COc1ccc(N(CCCN2C(=O)c3cccc4cccc(c34)C2=O)C(=O)c2ccncc2)cc1	6%	62%	13%	6.9%	6%
COc1cccc(CN2CCNCC2)c1	0%	-2%	-8%	1.5%	2%
COc1ccc(F)cc1C(=O)C1CCCN(Cc2ccc(Sc3nncn3C)o2)C1 (configuration not stated)	-6%	-6%	1%	0.0%	3%
CN(C)c1ccc(/C=N/N2C(=O)c3ccccc3C2=O)cc1	1%	5%	1%	1.1%	-9%
N#Cc1c(Cl)nsc1NC(=O)c1ccccc1	19%	1%	u	i	-5%
Carrying on:
SMILES	PhoP GFP inhibition	M. tuberculosis HTS	M. tuberculosis	VEEV TC-83 Vero	influenza NS1A	others
Cc1ccnc(SCc2cc(=O)c(OC(=O)c3ccco3)co2)n1	2%	7%	5%	0.1%	5%
Cc1ccccc1OCC(=O)Nc1ccccc1N1CCCCC1	-5%	7%	24%	i	-1%
Cc1cccn2c(=O)c(C=O)c(N3CC(C)OC(C)C3)nc12 (configuration not stated)	1%	3%	-10%	2.5%	-10%
CC(=O)NC(=S)Nc1ccc(NC(=S)NC(=O)c2ccc([N+](=O)[O-])cc2)cc1	8%	-5%	33%	1.9%	-25%
NC(=O)CC[C@H](NC(=O)c1ccc(F)cc1)C(=O)OCC(=O)NCc1ccc(F)cc1	7%	-9%	-16%	0.3%	-2%
NS(=O)(=O)c1cccc(NC(=O)COC(=O)c2cc(-c3ccc(Cl)cc3)nc3ccccc23)c1	-2%	63%	29%	5.0%	5%
Oc1c(CN2CCCCC2)cc(COCc2ccccc2)c2cccnc12	-6%	x	60%	i	1.9µM*
COC(=O)c1cc(OC)c(OC)cc1NC(=O)c1cc(OC)cc(OC)c1	-3%	4%	2%	1.6%	-2%
O=C(NC1CCCC1)c1cc(-c2ccc(Cl)c(Cl)c2)on1	1%	7%	24%	2.8%	-10%
CCOc1ccc(C(=O)/C=C/Nc2ccc(S(=O)(=O)Nc3onc(C)c3C)cc2)cc1	-4%	-2%	u	1.6%	6%
CC(C)CCNC(=O)C1CCN(C(=O)N(C)C)CC1	-9%	-9%	-1%	0.8%	-1%
O=C(O)C1CC(=O)N(Cc2ccc3c(c2)OCO3)C1 (configuration not stated)	1%	1%	-6%	2.8%	17%
Cn1nnnc1SCC(=O)C(C)(C)C	10%	-1%	-5%	3.6%	-4%
C/C(=N\OCc1nc2ccccc2c(=O)n1/N=C/c1cc([N+](=O)[O-])ccc1O)c1ccccc1	10%	4%	11%	8.8%	-9%
C/C(=N\NS(=O)(=O)c1ccccc1)c1ccc2c(c1)OCCO2	-4%	2%	19%	i	7%
O=C(Cc1ccccc1)NC(NC(=O)Cc1ccccc1)c1cccc([N+](=O)[O-])c1	-8%	-8%	-7%	i	-8%
COc1ccc(NC(=O)Nc2ccc3nc(C)c(C)nc3c2)cc1	-10%	-14%	-15%	2.6%	3%
O=C(N/N=C/c1ccc([N+](=O)[O-])o1)c1cn(-c2ccccc2)nc1-c1ccccc1	-3%	61%	-18%	4.6%	9%
COCc1cc(C)nc(OCC(=O)N/N=C\c2cc(C)n(-c3cccc(C(F)(F)F)c3)c2C)c1C#N	9%	-4%	5%	0.6%	11%	VEEV TC-83 Vero 10K pilot screen=0.4
COc1ccc(NC(=O)C(C)N2c3cccc4cccc(c34)S2(=O)=O)c(OC)c1 (configuration not stated)	7%	0%	-8%	0.0%	-2%
CCCS(=O)(=O)N1CCCC(c2nc(-c3cccc(OC)c3)no2)C1 (configuration not stated)	2%	-1%	16%	i	8%	VEEV TC-83 Vero 10K pilot screen=2.7
COc1ccccc1NC(=O)CC(=O)Nc1ccccc1OC	-9%	-13%	-1%	i	-2%
Cc1nc2nc[nH]n2c(=O)c1CCOC(=O)c1ccccc1F	3%	-18%	2%	1.4%	-8%
CC(/C=C1\N=C(SCc2ccccc2Cl)SC1=O)=C\c1ccccc1	-2%	-4%	67%	6.9%	-3%
CCN(CC)CC(O)CCCCCCCCC(=O)OC (configuration not stated)	-4%	-7%	-3%	1.4%	x
Later entries.
SMILES	PhoP GFP inhibition	M. tuberculosis HTS	M. tuberculosis	VEEV TC-83 Vero	influenza NS1A	others
COc1cc2ccccc2cc1C(=O)O	-4%	-6%	-2%	2.2%	0%
C/C=C(/C(=C/C)c1ccc(O)cc1)c1ccc(O)cc1	-4%&2%	-1%	30%	6.2%	0%
CCSc1nnc(NC(=O)CSc2nnc(CNC(=O)c3ccccc3F)o2)s1	0%	-5%	20%	0.5%	0%
CCC(=O)N(Cc1cc2cc(OC)ccc2[nH]c1=O)c1ccc(C)cc1C	28%	-3%	20%	8.2%	-1%
N#CC(C(=O)OCc1ccccc1)c1nc2ccccc2nc1N1CCOCC1 (configuration not stated)	-11%	5%	15%	1.4%	1%
COc1ccc(C(=O)N(Cc2ccccc2)Cc2cc3cc4c(cc3[nH]c2=O)OCCO4)cc1	4%	-5%	3%	7.4%	1%
Cc1ccc(NC(=O)COC(=O)C2C3CC4OC(=O)C2C4C3)cc1 (configuration not stated)	6%	-3%	-9%	2.0%	1%
Cc1nc2ccccc2c(=O)n1NC(=O)C1CCCCC1	5%	-13%	-5%	0.6%	3%
COc1ccc(/C=N/n2cnnc2)cc1Cn1nc(C)c([N+](=O)[O-])c1C	-6%	4%	11%	i	-14%
COCc1cc(=O)[nH]c(Nc2nc(C)c3ccccc3n2)n1	2%	-6%	-9%	11%	5%
CC1CCCCN1CCCNC(=O)c1cc(Br)c(Br)[nH]1 (configuration not stated)	3%	3%	-2%	0.3%	-7%

Structures from the list above with bromine:
SMILES	PhoP GFP inhibition	M. tuberculosis HTS	M. tuberculosis	VEEV TC-83 Vero	influenza NS1A	others
O=C1C2C(C(=O)N1/N=C/c1cc(Br)cc([N+](=O)[O-])c1O)C1C=CC2C12CC2 (configuration not stated)	-36%	-5%	25%	0.6%	5%
O=C(O)CCC(=O)NNC(=O)c1ccc(Br)cc1	-3%	3%	-3%	0.6%	-4%
Cn1ncc(Br)c1NC(=O)c1cc(Cl)cc(Cl)c1	-3%	-2%	-7%	i	-9%
CC1CCCCN1CCCNC(=O)c1cc(Br)c(Br)[nH]1 (configuration not stated)	3%	3%	-2%	0.3%	-7%

Screening data: PubChem BioAssay, Southern Research Specialized Biocontainment Screening Center
